# Source: PubChem BioAssay
# Anesthetic bind = candidate novel general anesthetic via apoferritin binding; Potency, µM (doses to about 77.5 µM), without a hit: top-dose activity change, negative = displacement, actives largely listed as inhibitors; P02791; apoferritin/1-aminoanthracene competitive binding, fluorescence; 0.074% of 350,000 active; AID 485281; also: % is scaled to controls: 0 for no effect and ±100 for the full control effect; nearly all actives have a fitted effect of over 20% in size
#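 Concentration-response curves derived by four-parameter Hill fitting of normalized fluorescence, where compounds displaced 1-AMA from 10 uM horse apoferritin following a brief 10 min room-temperature incubation; propofol titration acted as positive control.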
# Pol beta inh = DNA polymerase beta (human) inhibition; P06746; Pol beta primer extension/strand displacement, fluorescence kinetic; Potency, µM (doses to about 114 µM), without a hit: top-dose activity change, negative = inhibition, usual class: inhibitors; 1.3% of 340,000 active; also: % is scaled to controls: 0 for no effect and ±100 for the full control effect
#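 Kinetic readout of DNA synthesis with strand displacement by Pol beta. Compound and 10 nM enzyme sit 15 min at room temperature; 50 nM substrate starts the reaction, read immediately and at 10 min.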
# Pol eta inh = DNA polymerase eta (human) inhibition; Q9Y253; recombinant Pol eta, fluorescent DNA replication assay; Potency, µM (doses to about 114 µM), for the others: top-dose activity change, negative = inhibition, usual class: inhibitors; 1.2% of 390,000 active; AID 588591; also: % is scaled to controls: 0 for no effect and ±100 for the full control effect
#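 Fluorescent replication assay: 50 nM final substrate added after a 15 min room-temperature compound preincubation with 10 nM enzyme. Signal taken at 0 min and again at 10 min.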
# G9a inh = G9a (human) methyltransferase inhibition; Q96KQ7; G9a H3K9 monomethylation, AlphaScreen, 2 h; Potency, µM (titrated, usually from 102 µM), without a hit: at the top dose activity, negative = inhibition, actives largely listed as inhibitors; 8.8% of 350,000 active; also: % is scaled to controls: 0 for no effect and ±100 for the full control effect; nearly all actives have a fitted effect of over 75% in size
#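 AlphaScreen read-out: biotin-H3K9 peptide (500 nM) methylation by 20 nM enzyme with 20 uM SAM, 2 h at room temperature after 15 min compound preincubation; anti-monomethyl H3K9 antibody plus donor/acceptor beads, 10 min dark.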
# BAZ2B block = blocks human BAZ2B; Q9UIF8; AlphaScreen BAZ2B-H3K14Ac peptide displacement; Potency, µM (titrated, usually from 114 µM), for the others: at the top dose activity change, negative = inhibition, actives largely listed as inhibitors; 4.4% of 360,000 active; AID 504333; also: % is scaled to controls: 0 for no effect and ±100 for the full control effect; nearly all actives have a fitted effect of over 60% in size
# Target sequence (Q9UIF8 whole entry, looked up): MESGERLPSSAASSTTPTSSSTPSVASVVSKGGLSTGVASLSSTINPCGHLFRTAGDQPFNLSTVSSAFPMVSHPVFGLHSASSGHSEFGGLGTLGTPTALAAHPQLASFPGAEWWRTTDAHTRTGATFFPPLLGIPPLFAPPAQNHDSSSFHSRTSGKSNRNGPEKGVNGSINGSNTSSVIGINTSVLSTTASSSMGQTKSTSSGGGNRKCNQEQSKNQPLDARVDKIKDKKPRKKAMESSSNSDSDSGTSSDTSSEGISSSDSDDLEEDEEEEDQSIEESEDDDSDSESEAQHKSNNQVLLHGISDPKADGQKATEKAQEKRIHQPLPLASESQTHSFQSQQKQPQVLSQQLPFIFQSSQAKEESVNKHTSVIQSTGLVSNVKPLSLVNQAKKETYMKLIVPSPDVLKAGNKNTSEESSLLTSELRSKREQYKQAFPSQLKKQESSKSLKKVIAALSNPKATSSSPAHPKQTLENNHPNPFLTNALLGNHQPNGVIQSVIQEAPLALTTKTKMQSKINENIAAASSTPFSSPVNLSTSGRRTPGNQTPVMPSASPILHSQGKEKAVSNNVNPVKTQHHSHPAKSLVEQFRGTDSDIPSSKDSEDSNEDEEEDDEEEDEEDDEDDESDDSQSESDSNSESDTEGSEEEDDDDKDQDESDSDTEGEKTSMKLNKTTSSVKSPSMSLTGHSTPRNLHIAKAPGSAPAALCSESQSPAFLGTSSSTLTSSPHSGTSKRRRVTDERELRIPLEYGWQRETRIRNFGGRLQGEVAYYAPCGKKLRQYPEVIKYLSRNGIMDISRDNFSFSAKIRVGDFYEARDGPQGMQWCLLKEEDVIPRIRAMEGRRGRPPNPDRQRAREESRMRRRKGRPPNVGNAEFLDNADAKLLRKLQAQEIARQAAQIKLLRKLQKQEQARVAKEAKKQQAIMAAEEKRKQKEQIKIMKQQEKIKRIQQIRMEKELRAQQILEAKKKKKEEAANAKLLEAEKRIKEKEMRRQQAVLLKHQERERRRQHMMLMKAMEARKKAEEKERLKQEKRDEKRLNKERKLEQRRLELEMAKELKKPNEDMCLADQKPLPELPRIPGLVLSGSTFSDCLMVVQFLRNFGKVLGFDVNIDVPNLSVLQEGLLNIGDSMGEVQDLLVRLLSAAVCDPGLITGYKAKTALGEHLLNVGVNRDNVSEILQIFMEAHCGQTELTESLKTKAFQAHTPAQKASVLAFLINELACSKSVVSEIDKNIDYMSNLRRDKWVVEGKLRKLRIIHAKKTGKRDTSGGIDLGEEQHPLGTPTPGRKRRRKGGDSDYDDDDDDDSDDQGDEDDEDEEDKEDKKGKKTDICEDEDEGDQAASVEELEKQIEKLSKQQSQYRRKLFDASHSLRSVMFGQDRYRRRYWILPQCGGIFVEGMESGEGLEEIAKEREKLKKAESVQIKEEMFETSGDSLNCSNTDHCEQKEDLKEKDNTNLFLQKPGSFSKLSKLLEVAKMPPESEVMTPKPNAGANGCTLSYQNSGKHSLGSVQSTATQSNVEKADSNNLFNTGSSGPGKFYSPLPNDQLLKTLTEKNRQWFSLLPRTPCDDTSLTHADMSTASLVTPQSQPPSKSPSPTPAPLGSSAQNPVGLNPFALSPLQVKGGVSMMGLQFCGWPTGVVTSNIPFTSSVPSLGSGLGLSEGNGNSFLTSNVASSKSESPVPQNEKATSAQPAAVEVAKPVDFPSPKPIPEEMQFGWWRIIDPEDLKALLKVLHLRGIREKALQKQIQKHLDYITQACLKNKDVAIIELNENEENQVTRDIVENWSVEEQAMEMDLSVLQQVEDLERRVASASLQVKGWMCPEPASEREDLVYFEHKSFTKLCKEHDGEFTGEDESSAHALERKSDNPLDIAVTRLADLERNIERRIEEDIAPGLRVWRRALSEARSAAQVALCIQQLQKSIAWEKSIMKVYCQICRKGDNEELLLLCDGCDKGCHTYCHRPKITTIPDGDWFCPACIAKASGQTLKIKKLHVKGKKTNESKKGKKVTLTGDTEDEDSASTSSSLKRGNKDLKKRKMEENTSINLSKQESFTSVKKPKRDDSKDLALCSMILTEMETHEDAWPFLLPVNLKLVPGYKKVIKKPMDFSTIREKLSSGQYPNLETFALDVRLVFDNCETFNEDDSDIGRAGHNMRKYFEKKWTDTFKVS
#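 AlphaScreen displacement: compounds (up to 110uM) incubated 30 min at room temperature with a preformed 50 nM BAZ2B/50 nM biotinylated H3K14Ac peptide complex in PBS pH 7.4 with Tween-20. Donor and acceptor beads at 10 ug/mL final added, 20 min light-protected before reading.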
# Pol kappa inh = blocks human DNA polymerase kappa activity | Q9UBT6 | purified Pol kappa, fluorescent DNA synthesis assay, 10 min | Potency, µM (highest dose often 107 µM), for the others: top-dose activity, negative = inhibition, most hits filed as inhibitors | 0.53% of 400,000 active | AID 588579; also: % is scaled to controls: 0 for no effect and ±100 for the full control effect
#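 Activity was followed as the change in fluorescence between reads at 0 and 10 min after starting the reaction with 50 nM substrate. Beforehand, 10 nM polymerase had been preincubated with compound for 15 min at room temperature.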
# APEX1 inh = inhibitors of human APE1 endonuclease | P27695 | recombinant APE1, TAMRA/BHQ-2 abasic DNA cleavage fluorescence | Potency, µM (series often up to 65.8 µM), for inactives: top-dose activity change, negative = inhibition, usual class: inhibitors | 0.35% of 350,000 active;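 also: plate controls were vehicle for no effect and reference inhibitor for full effect; nearly all actives have a fitted effect of over 55% in size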
#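 Quantitative HTS: incision of a TAMRA/BHQ-2 double-stranded substrate bearing a tetrahydrofuran abasic site by 0.75 nM APE1 raises fluorescence. Substrate 50 nM final, added after 15 min compound preincubation at room temperature; progress as third-minus-first kinetic read difference.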
# BLM inh = blocks DNA unwinding by human BLM helicase | recombinant BLM DNA unwinding, fluorescence dequenching | AID 2528 | Potency, µM (top dose mostly 56.1 µM), for the others: at the top dose activity change, negative = inhibition, usual class: inhibitors | 0.2% of 350,000 active | P54132;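 also: plate controls were vehicle for no effect and no enzyme for full effect; nearly all actives have a fitted effect of over 35% in size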
# POLI inh = DNA polymerase iota (human) inhibition; Q9UNA4; Pol iota fluorescent replication assay, 10 min; Potency, µM (top dose mostly 115 µM), for the others: top-dose activity, negative = inhibition, hits mostly inhibitors; 1% of 390,000 active; AID 588590
#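 Fluorescent replication assay read twice, at 0 min and 10 min after adding 50 nM (final) substrate. Enzyme (10 nM) and compounds were first incubated 15 min at room temperature; enzyme-free buffer wells were negative controls.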
# Active calls of the source: *; ? = inconclusive; / = not tested or not shown; & = joins results of further samples; [ ] = remark or other dose. Calls follow the shape of the dose curve; as a rule, active = well fitted curve in the direction sought with a large enough effect; inconclusive = small, poorly fitted or top-dose-only effect, or another doubt; inactive = no such curve, though single readings can be large; an effect the other way counts as inactive or inconclusive. Potency is read from the fitted curve at half-maximal effect.
entry	mol	Anesthetic bind	Pol beta inh	Pol eta inh	G9a inh	BAZ2B block
1	O=C(O)c1ccc(Br)c(S(=O)(=O)N2CCCC2)c1	-9.9%	-1.5%	-10.8%	2.3%[59 µM]	-23.7%
2	COc1ccccc1CNC(=O)c1cnn2c(C)c(Cc3ccc(F)cc3)c(C)nc12	0.8%	1.3%	6.8%	-16.5%[59 µM]	-0.2%
3	Cc1csc(=O)n1CC(=O)OCC(=O)N(CC(C)C)c1c(N)n(Cc2ccccc2)c(=O)[nH]c1=O	/	/	-18.6%	6.5%	7.0%
4	COc1ccc(OCCCN2CCCC(C)C2)cc1 (stereo unspecified)	-0.3%	0.9%	-9.8%	7.08µM*	-34.8%
5	COc1cc(CN2CCN(c3cccc(C)c3C)CC2)cc(OC)c1O	-7.0%	3.4%	-12.7%	?	50.1µM*
6	COc1ccc(C2=CC3=C(Br)C(=O)C(C)(OC(=O)c4ccco4)C(=O)C3=CO2)cc1 (stereo unspecified)	-21.5%	20µM*	?	?	44.7µM*
7	CCN1CCN(CCNC(=O)c2ccc3c(c2)NC(=O)/C(=C\c2ccc(OC)c(OC)c2)S3)CC1	-15.2%	?	?	4.9%[0.0925 µM]	?
8	O=c1c2ccccc2oc2ccc(Oc3ccccc3)cc12	?	?	-11.7%	436.5%[activator]	195.7%[activator]
9	CCc1ccc(NC(=O)CC2C(=O)N(c3ccc(OC)cc3)C(=O)N2CCOC)cc1 (stereo unspecified)	-6.2%	6.8%	-8.6%	6.4%[59 µM]	-4.5%
10	COc1cccc(N(CC(=O)NC2CCCC2)C(=O)Cn2nnc(-c3ccc(C)o3)n2)c1	-10.4%	0.1%	-5.1%	-17.4%	1.4%
11	O=C(NC1CCCCCCC1)c1cccs1	-12.3%	31.3%	-16.2%	6.9%	10.0%
12	O=C(NCC1CCCO1)/C(=C\c1ccco1)NC(=O)c1ccc(Cl)cc1 (stereo unspecified)	-8.0%	1.3%	0.6%	4.9%	-32.0%

entry	Pol kappa inh	APEX1 inh	BLM inh	POLI inh
1	-3.1%	-2.2%	0.6%	-1.6%[58.9 µM]
2	-4.2%[60.1 µM]	/	-5.1%	1.7%
3	-3.9%	-11.9%	/	36.8%[activator]
4	-0.8%	-3.4%	-0.6%	13.3%
5	-11.0%	-9.8%	-1.0%	?
6	79.4µM*	15.6%	1.8%&-22.3%	17.8µM*
7	-3.8%	-31.1%	-26.5%	26.8%
8	12.3%&-16.7%	-11.3%	-4.2%	13.4%&-7.1%
9	10.8%	2.7%	0.8%	-3.8%
10	-7.5%	40.7%	-3.2%	-12.8%
11	1.7%	15.3%	-1.9%	2.7%
12	-5.5%[60.1 µM]	-4.6%	-4.7%	-1.7%

# The listing continues:
entry	mol	Anesthetic bind	Pol beta inh	Pol eta inh	G9a inh	BAZ2B block
13	CN(CC(=O)Nc1c(Cl)cccc1Cl)C(=O)CC1Sc2ccccc2NC1=O (stereo unspecified)	/	/	-22.2%	-5.7%	6.8%
14	CCOC(=O)C1(Cc2ccc(OC)cc2)CCN(C(=O)c2cc3ccccc3[nH]2)CC1	-0.3%	8.9%	-23.5%	?	/
15	CCCCOc1ccc(C(=O)NCC(=O)NC2CCC(C)CC2)cc1 (stereo unspecified)	/	/	0.4%	-21.4%	-4.6%
16	CCOC(=O)c1c(-n2c(C)cc(C=O)c2C)sc2c1CCCC2	?	-20.4%	-11.7%	?	?
17	O=C(O)c1ccccc1C(=O)OCCCc1ccncc1	/	/	-7.0%	14.0%[2.33 µM]	7.0%
18	COc1ccc(OC)c(NC(=O)COc2coc(CN3CCCc4ccccc43)cc2=O)c1	/	/	-24.3%	-6.3%	-30.3%
19	CCCCCCC(=O)Nc1nc(C)c(-c2csc(Nc3cc(Cl)ccc3C)n2)s1	?	21.8%	-6.7%	42.1%[0.501 µM]	?
20	CN(C)S(=O)(=O)c1cccc(NC(=O)COC(=O)COc2ccc(Br)cc2)c1	?	1.3%	17.7%	14.0%[12.7 µM]	-0.4%
21	Cc1noc(C)c1C(=O)N1CCCC(N2CCN(c3cccc(C(F)(F)F)c3)CC2)C1 (stereo unspecified)	-8.1%	28.7%	-12.3%	/	-1.5%
22	CCC(=O)c1ccc(OCC(=O)Nc2nn3cnnc3s2)cc1	-9.5%	8.0%	?	-20.6%	-5.9%
23	CCOC(=O)N1CCC(NS(=O)(=O)c2cc3c(cc2Cl)NC(=O)CO3)CC1	3.2%	?	6.6%	22.7%[59 µM]	8.0%
24	Cc1ccc(C(=O)COC(=O)C(C)N2C(=O)C3C4C=CC(C4)C3C2=O)cc1 (stereo unspecified)	-4.8%	19.2%	-11.9%	8.8%[59 µM]	5.6%

entry	Pol kappa inh	APEX1 inh	BLM inh	POLI inh
13	-2.1%	-13.1%	/	23.2%
14	-4.1%	-5.7%	-6.0%	30.5%
15	-22.7%	35.6%	/	19.3%
16	-12.3%	0.0%	-6.8%	0.2%
17	-4.2%	3.3%	/	7.5%
18	-6.4%	10.5%	/	72.2%[activator]
19	-3.1%	?	-9.0%	?
20	-6.7%	-8.1%	-8.7%	-12.0%
21	12.9%	5.7%	-6.9%	25.9%
22	-11.5%	-0.7%	-5.3%	8.9%
23	-4.5%	2.8%	0.3%	?
24	-10.0%	-2.5%	1.5%	3.2%

# The list goes on.
entry	mol	Anesthetic bind	Pol beta inh	Pol eta inh	G9a inh	BAZ2B block
25	COC(=O)c1ccc(NC(=O)CN2C(=O)CCC2=O)cc1	-10.1%	3.0%	-9.6%	-48.8%	2.6%
26	COc1cc(/C=C/c2nc3ccccc3s2)cc(OC)c1O	3.2%	22.4µM*	?	50.1µM*	?
27	N#Cc1c2n(c(=S)n(-c3ccc(OC(F)F)cc3)c1=O)CCCCC2	-8.3%	-1.1%	-2.4%	-16.8%[59 µM]	-15.2%
28	CCCc1nc2ccccc2c(C(=O)OCC(=O)NCc2ccco2)c1CC	-20.5%	-12.0%	-9.7%	?	-30.6%
29	CCNC(=O)CCS(=O)(=O)c1ccc2ccccc2c1	0.2%	30.3%	-2.1%	7.08µM*	-3.7%
30	O=C(CNC(=O)c1ccc(Cl)cc1)NNC(=O)c1ccc(Br)cc1	/	/	-7.3%	/	/
31	Cc1ccc2nc(SCc3nc(-c4ccccc4C)no3)[nH]c2c1	?	-2.3%	-11.8%	-3.0%[59 µM]	-1.0%
32	O=C(O)CCC(=O)NN1C(=O)c2ccccc2NC1c1ccc(F)cc1 (stereo unspecified)	79.6%[activator]	-13.1%	-13.1%	?	-27.2%
33	Cn1c(SCC2CCCO2)nnc1-c1cccc([N+](=O)[O-])c1 (stereo unspecified)	-7.1%	3.7%	-11.7%	-6.1%	0.0%
34	Cc1ccc(O)c(-c2cc(C(F)(F)C(F)F)[nH]n2)c1	?	7.4%	-4.0%	17.9%	-9.0%
35	COc1cccc(CN2CC(C(=O)N3CCOCC3)CCC2=O)c1 (stereo unspecified)	-1.2%	-13.7%	-3.1%	-9.7%[59 µM]	-14.4%
36	COc1ccc(S(=O)(=O)N(C)CC(=O)Nc2ccc3c(c2)OCCO3)cc1OC	-15.9%	-20.1%	?	1.8%[59 µM]	-18.9%

entry	Pol kappa inh	APEX1 inh	BLM inh	POLI inh
25	2.4%	-6.5%	-3.2%	10.6%
26	-17.2%	-3.9%	-5.3%	152.3%[activator]
27	-17.2%	14.9%	-1.1%	5.0%
28	-21.0%	-5.0%	-8.1%	2.0%
29	-3.6%	9.4%	2.1%	23.2%
30	-22.8%	-6.9%	/	?
31	-9.2%	/	-6.7%	-13.0%
32	-3.0%	-0.9%	0.8%	59.8%[activator]
33	4.4%	-3.3%	-1.9%	-2.9%
34	-14.9%	4.7%	-1.8%	2.0%
35	5.7%	64.9%	-3.5%	31.5%[activator]
36	0.3%	0.9%	-0.7%	8.1%

# Going on with the list.
entry	mol	Anesthetic bind	Pol beta inh	Pol eta inh	G9a inh	BAZ2B block
37	COc1ccc(/C=C2/SC(=S)N(CCC(=O)N3CCN(C)CC3)C2=O)cc1	-11.6%	1.6%	4.6%	?	-4.5%
38	Cc1ccc(S(=O)(=O)N2CCOCC2)cc1C(=O)N1CCN(S(=O)(=O)c2cccs2)CC1	-0.8%	31.6%	-8.3%	29.1%[59 µM]	6.8%
39	CCOC(=O)CC1C(=O)NCCN1S(=O)(=O)c1ccc(F)cc1 (stereo unspecified)	-3.0%	3.0%	-23.3%	-4.4%	-12.2%
40	CC1(C)NC(=O)N(CC(O)CN(c2ccccc2)S(=O)(=O)c2ccccc2[N+](=O)[O-])C1=O (stereo unspecified)	-2.8%	85.6%	-21.6%	9.7%	2.9%
41	O=C(Nc1ccc(F)c(Cl)c1)c1ccc2c(Cl)c3c(nc2c1)CCCC3	0.8%	36.2%	-6.2%	-29.7%[59 µM]	0.7%
42	CCCCNc1c(-c2ccc(-c3ccc(OC)cc3)c(OC)c2)nc2ccccn12	/	/	-21.1%	/	/
43	COc1ccc(C(=O)Nc2c(N)nc(SCC(=O)Nc3ccc(NC(C)=O)cc3)[nH]c2=O)cc1	-10.6%	35.5µM*	?	46.0%[12.7 µM]	-0.1%

entry	Pol kappa inh	APEX1 inh	BLM inh	POLI inh
37	-21.1%	0.9%	-5.7%	62.7%[activator]
38	7.6%	1.5%	-2.0%	29.6%
39	-3.1%	6.5%	-0.8%	36.1%[activator]
40	3.5%	6.7%	-1.4%	91.0%[activator]
41	-3.4%	/	3.7%	-13.4%
42	13.3%	-4.3%	/	1.4%
43	?	-24.8%	-12.2%	79.4µM*

# Some of these compounds in order of the POLI inh value, rising.
No. | canonical_smiles | Pol beta inh | Pol eta inh | G9a inh | BAZ2B block | Pol kappa inh | APEX1 inh | BLM inh | POLI inh
42 | CCCCNc1c(-c2ccc(-c3ccc(OC)cc3)c(OC)c2)nc2ccccn12 | / | -21.1% | / | / | 13.3% | -4.3% | / | 1.4%
27 | N#Cc1c2n(c(=S)n(-c3ccc(OC(F)F)cc3)c1=O)CCCCC2 | -1.1% | -2.4% | -16.8%[59 µM] | -15.2% | -17.2% | 14.9% | -1.1% | 5.0%
15 | CCCCOc1ccc(C(=O)NCC(=O)NC2CCC(C)CC2)cc1 (stereo unspecified) | / | 0.4% | -21.4% | -4.6% | -22.7% | 35.6% | / | 19.3%

# Some of the compounds tested. The share of hits here may be higher or lower than overall.
